# Pf apPOL block – Pf-apPOL DNA polymerase inhibition. AID 1794808. Recombinant Pf-apPOL, molecular beacon fluorescence, 1.5 h. hit rate 0.25% among 210,000. inhibition, % at 10 µM
# mHTT CaM bind – disrupts binding of mutant huntingtin to calmodulin; P42858; inhibition, % at 15 µM; hit rate 3.6% among 190,000; AlphaScreen His-mHTT/GST-CaM binding, luminescence;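 further: 0% = both proteins with DMSO and 100% = one protein alone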
# Active calls of the source: *; i = inactive; nt = no result given; & = joins results of further samples. No stated cut-off is given here; in the data, active means inhibition above about 50%; inactive means the rest.
SMILES,Pf apPOL block,mHTT CaM bind
O=C1OC2C=CC(Br)=CC2=CC1C(=O)N1CCSC1c1ccccc1Cl (stereo not given),-5,5
COc1ccc(Oc2coc3cc(OCc4ccc(Cl)cc4)ccc3c2=O)cc1,2,8
CC1CCN(S(=O)(=O)N2CCC(C(=O)NCc3cccnc3)CC2)CC1,-17,2
Cc1ccc(-c2nc3ncccc3o2)cc1NC(=O)COc1ccc([N+](=O)[O-])cc1,-1,-1
CCCOc1ccc(N2C(=O)CC(NCCc3ccc(S(N)(=O)=O)cc3)C2=O)cc1 (stereo not given),2,7
N#CCn1cnc2c(-c3ccccc3)csc2c1=O,-7,4
CC1=NN(c2ccc(S(N)(=O)=O)cc2)C(=O)/C1=C/c1ccc(-c2ccc([N+](=O)[O-])cc2)o1,-4,24
Cc1nc(NC2CCCC2)c2c(C)noc2n1,-2,-8
COc1cc2c(cc1OC)C1=C(C#N)CN(C3CCCCC3)CN1CC2,-4,25
CN1CCN(c2cc(N3CCN(S(C)(=O)=O)CC3)ccc2[N+](=O)[O-])CC1,-4,2
Cc1ccc(-n2nc(C)c3sc(N4CCCC(C(=O)NCCc5ccco5)C4)nc32)cc1 (stereo not given),-6,28
O=C1CCC([N+](=O)[O-])C(C2CC=CCC2)N1 (stereo not given),8&-1,nt
CCOC(=O)C1CCN(Cc2cc(=O)oc3ccc(O)cc23)CC1,-6,-5
CCOc1ncccc1CNS(=O)(=O)N(C)C,3,-8
CCOC(=O)c1noc(N)c1C#N,3,nt
CCN(CC)C(=O)CC[C@H]1CC[C@]2(CCCN(Cc3cccnc3)C2)O1,-7,-4
C=CCc1ccccc1OCCn1c(CN(C)C(=O)c2ccco2)nc2ccccc21,-5,45
O=C(NCCCCc1ccccc1)c1ccccc1Br,-6,-3
CC(=O)N1CCN(Cc2noc(-c3cccc4ccccc34)n2)CC1,3,-2
N/C(CSc1nc(SC/C(N)=N\O)ns1)=N\O,nt,i
Cc1ccc(-c2csc(Nc3ccccn3)n2)c(C)c1,-1,3
CC(C)Cn1c(SCC(=O)O)nc2c1c(=O)[nH]c(=O)n2C,2,3
Cc1nc(Nc2ccc(F)cn2)sc1C(=O)N1CCN(C2CCCCC2)CC1,0,26
O=C1C(c2ccccc2)=C(O)c2ccccc21,-10,-6
O=c1oc2ccccc2c(O)c1C=Nc1ccc(F)cc1,-9,4

# Overlap with the part before: 4 compounds, then new ones.
SMILES,Pf apPOL block,mHTT CaM bind
CC(C)Cn1c(SCC(=O)O)nc2c1c(=O)[nH]c(=O)n2C,2,3
Cc1nc(Nc2ccc(F)cn2)sc1C(=O)N1CCN(C2CCCCC2)CC1,0,26
O=C1C(c2ccccc2)=C(O)c2ccccc21,-10,-6
O=c1oc2ccccc2c(O)c1C=Nc1ccc(F)cc1,-9,4
Cc1ccc(-n2ncc3c(NCc4cccc(Cl)c4)ncnc32)c(C)c1,-7,-1
CCCOc1ccc(-c2[nH]ncc2Oc2ccccc2)c(O)c1,-4,80*
CCCNC(=O)c1cnn2c(C)c(Cc3c(C)cc(C)cc3C)c(C)nc12,-1,31
COc1ccccc1-c1c(C(F)(F)F)oc2c(CN(C)C)c(O)ccc2c1=O,4,7
CC(C)NCC(O)COc1c(F)cc(Br)cc1F (stereo not given),-3,1
Cc1nnc(-c2nnc(NCCC(C)C)c3ccccc23)o1,-2,-6
O=C(Oc1ccc2c(-c3cc4ccccc4oc3=O)cc(=O)oc2c1)C1CC1,-8,1
O=C(c1cc(F)c(F)cc1Cl)N1CCN(c2ccc([N+](=O)[O-])c3ncccc23)CC1,-10,46
O=C(O)c1cc(-c2ccc(/C=C/[N+](=O)[O-])o2)ccc1Cl,2,12
CC12C(=O)N(c3ccccc3O)C(=O)C1C1C=CC2C1 (stereo not given),7,4
CCCCNC(=O)c1cc2c(n(-c3ccc(Cl)c(Cl)c3)c1=O)CC(C)(C)CC2=O,2,-1
CCOC(=O)NC(=S)NCCCn1ccnc1,-2,nt
N#Cc1c(C(F)(F)F)cc(-c2cccs2)n(N)c1=O,2,nt
CCCC12CN3CC(CCC)(CN(C1)C3c1ccc(F)cc1)C2=O (stereo not given),-15,-6
Cc1ccc(NC(=O)CCNS(=O)(=O)c2cccs2)cc1F,-5,-1
CCc1cccc(C)c1NC(=O)c1c(Cl)ccc(Cl)c1OC,-8,1
CCC(=O)Nc1cccc(NC(=O)c2cccs2)c1,-1,3
COc1ccccc1Oc1c(C)oc2cc(O)ccc2c1=O,-6,4
CN1CN=C(NS(=O)(=O)c2ccc(NC(=O)c3ccc([N+](=O)[O-])cc3)cc2)NC1,3,-8
NC(=O)C(Cc1c[nH]c2ccccc12)NC(=O)OCc1ccccc1 (stereo not given),-2,4
O=C(Cc1ccccc1)N1N=C(c2cccc(Br)c2)CC1(O)C(F)(F)F (stereo not given),-4,30
Cc1ccc(CCNS(=O)(=O)c2c(C)n[nH]c2C)cc1,-1,-8
CC(=O)N1CCC2(CC1)CC(=O)c1cc(OCC(=O)NCc3ccc(C)cc3)ccc1O2,-5,3
COc1cccc(C(=O)Nc2ccc(S(=O)(=O)Nc3cc(OC)nc(OC)n3)cc2)c1,1,7
Cc1ccc(F)c(NC(=O)C2CC(=O)N(c3ccc4oc(C)nc4c3)C2)c1 (stereo not given),-3,6
SMILES,Pf apPOL block,mHTT CaM bind
COc1cccc(Nc2ncc3c(n2)CCN(Cc2sccc2C)C3)c1,-8,9
FC(F)(F)c1cccnc1N1CCN(Cc2nc3ncccn3c2Br)CC1,-4,6
Cc1oc(C2CCN(C(=O)Nc3cccc(C#N)c3)CC2)nc1C(=O)N1CCCCC1,-6,-2
Cn1c(=O)c2c(-c3ccccc3)n(-c3ccccc3O)cc2n(C)c1=O,-1&0,9&5
O=c1cc(-c2cccc(F)c2)[nH]c2ccccc12,-6,-5
O=C(Nc1nc2c(s1)CN(C(=O)C1CC=CCC1)CC2)C1CCCO1 (stereo not given),-10,9
O=[N+]([O-])c1cccc(C=Nc2ccccc2O)c1O,0,26
O=C(CCN1C(=O)C2C3C=CC(C3)C2C1=O)Nc1ccc2c(c1)OCO2 (stereo not given),0,6
CCc1ccc(NC(=O)N2CCC3(CC2)NC(=O)c2cc(C)ccc2N3C)cc1,-2,0
O=C(Cc1cccs1)NCCOc1ccc(-c2ccccn2)nn1,-2,100*
CCOC(=O)COc1ccc2c(-c3cc4cc(Cl)ccc4oc3=O)cc(=O)oc2c1,-3,-5
N=C1S/C(=C\c2ccc(-c3ccccc3C(=O)O)o2)C(=O)N1c1nccs1,-5,74*
Fc1ccc(C2CC(c3cccc(Br)c3)Nc3nnnn32)cc1 (stereo not given),2,9
COc1ccccc1NC(=O)C1CCCN(C(=O)c2cccc(C)c2)C1 (stereo not given),-6,30
COC(=O)c1ccccc1C(=O)N1CCCC(c2nnc(-c3ccc4c(c3)OCO4)o2)C1 (stereo not given),-10,-9
O=C(Nc1cc(C(F)(F)F)ccc1N1CCCC1)c1cc([N+](=O)[O-])ccc1Cl,-2,-1
O=C(CSc1nnc(CNC(=O)c2ccco2)o1)Nc1cc(C(F)(F)F)ccc1Cl,-1,2
COc1cccc(CN2C(=O)c3ccccc3CCC2(C)C(=O)NCCC(C)C)c1 (stereo not given),-7,20
CCOC=C1C(=O)N(c2ccccc2)C(=O)c2cc(OC)ccc21,6,nt
Cc1cc(N)nn1Cn1nc(C(F)(F)F)cc1C,nt,-6
O=C(Nc1ccc(F)cc1)O[C@@H]1C[C@H]2C[C@@H]1[C@H]1CCCCN1C2,-6,-2
FC(F)(F)c1cccc(NC(=S)NN=C2CCCCCC2)c1,-338,nt
Cc1ccc(CNC(=O)C2(C)CCCN(C(=O)Nc3ccccc3C(F)(F)F)C2)cc1 (stereo not given),-1,-6
CC(C)(C)c1nnc(Nc2cc(Cl)ccc2Cl)[nH]c1=O,3,0
COc1ccc(S(=O)(=O)CCCC(=O)Nc2nc3cc(C)cc(C)c3s2)cc1,-2,0
SMILES,Pf apPOL block,mHTT CaM bind
CCn1cc2c3c(cccc31)CN(C(=O)Cc1cccc(F)c1)CC2,-2,66*
COc1ccccc1NC(=O)N1CC(C(=O)N2CCCCC2)C2(CCOCC2)C1 (stereo not given),1,-4
CN(Cc1ccccc1)C(=O)CCN1C(=O)c2ccccc2C1=O,-4,0
Cc1cc(C)c2nc(Cl)cc(C)c2c1,nt,-7
O=C(c1ccccc1Cl)N1CCC2(CC1)NC(=O)N(Cc1ccccc1Cl)C2=O,-2,12
COc1ccc(Cl)cc1C(=O)NCC1(c2ccc(F)cc2)CCOCC1,-19,-16
CCC(=O)N1CCCC(C(=O)N2CCOCC2)C1 (stereo not given),-1,-9
O=C1NC(=O)c2cc(N=Cc3ccc(C#Cc4ccccc4)cc3)ccc21,-1,-29
Cc1csc(-c2cc(S(=O)(=O)N3CCCCC3)c(C)n2C)n1,-2,8
Cc1ccccc1/C=C1\N=C(c2ccc(Cl)c([N+](=O)[O-])c2)OC1=O,8,9
COc1cc(-n2nnnc2SCc2ccccc2F)c(OC)cc1Cl,-1,-3
Cc1cccc(-c2noc(C3CCCN3S(=O)(=O)c3ccc(Br)cc3)n2)c1 (stereo not given),-1,-13
COc1cccc(N2CC(C(=O)O)CC2=O)c1 (stereo not given),-1&-7,-4&-3
O=S(=O)(c1cc(Cl)ccc1Cl)N1CCc2nc[nH]c2C1,1,-4
CCOc1ccc(-n2c(SCC(=O)N3CCCCC3CC)nc3c(c2=O)SCC3)cc1 (stereo not given),-4,-1
CCc1csc(-c2ccc(N3CCN(C(=O)C4CCCCC4)CC3)nc2)n1,1,-6
CCCNC(=O)C1CCN(c2nc3ccsc3c(=O)n2-c2ccccc2)CC1,-4,3
CC(C)Oc1ccccc1/C=C(\C#N)c1nc2ccccc2[nH]1,-8,-1
CC(=O)C=C(C)NCCNC(C)=CC(C)=O,-12,nt
CCC1(C)CC(CC#N)(c2ccc(C)cc2)CCO1 (stereo not given),-4,-11
CCc1nnc(NC(=O)C2CCCN(c3ncnc4c3nc3n4CCCCC3)C2)s1 (stereo not given),0,1
CC1(C)CCc2cc(C=C(C#N)S(C)(=O)=O)ccc2O1,-5,nt
CCOC(Cn1c(CC)nc2ccccc21)OCC,-2,-5
O=C(Nc1ccc2c(N3CCCC3)ncnc2c1)c1cccc(Br)c1,4,25
Cc1cc(C)cc(NS(=O)(=O)c2cccs2)c1,-3,-8
SMILES,Pf apPOL block,mHTT CaM bind
Cc1ccc(C)c(NC(=O)c2[nH]c3cc(C)sc3c2CN(C)C)c1,6,11
Cc1ccc(C)c(N2CCN(C(=O)c3cc(C)n4nccc4n3)CC2)c1,-3,-6
COc1cccc(C(NC(=O)c2ccccc2)c2ccc3cccnc3c2O)c1 (stereo not given),0,100*
O=C(Nc1ccccc1)Nc1nnc(-c2ccc3c(c2)OCCO3)o1,-5,-10
COc1ccc(/C=C2/N=C(c3ccc(C)cc3)OC2=O)cc1OC,2,4
COC(=O)Nc1nc(CC(=O)NCc2ccco2)cs1,-2,-4
COc1ccc2cc3cc(C(=O)Nc4ccc(Br)cc4C)oc3nc2c1,-4,-6
CC(C)(C)NC(=O)C1CCCN(c2ncc(-c3ccccc3)cn2)C1 (stereo not given),-5,0
CCCN1CCN(c2ncc3c(n2)CCN(Cc2ccc(Cl)cc2)C3)CC1,0,47
CCOC1=NN(c2ccc([N+](=O)[O-])cc2)C(=O)/C1=C/c1ccc(OCC)cc1,2,20
COCCCn1c(=N)c(C(=O)NC2CCCCC2)cc2c(=O)n3ccccc3nc21,-8,6
CC(C)(C)c1ccc(C(=O)N2CCCCCC2)cc1,-3&0,-5&-3
O=C(C1CC1)N(CCN(C(=O)C1CC1)c1ccccc1)c1ccccc1,-4,-2
Cc1nc(NCCNC(=O)c2cccc(C(F)(F)F)c2)cc(N2CCCC2)n1,-7,-3
Cc1[nH]c2ccccc2c1SCc1nnc(SCc2ccccc2)n1C,-7,nt
CCN(CC)C(=O)C1CCCN(Cc2ccccc2)C1 (stereo not given),-2,2
Cc1ccc(C(=O)N2CCCN(C3CCN(CC4CC4)C3=O)CC2)s1 (stereo not given),5,12
COc1cccc(NC(=O)C2CCN(c3cc(=O)n(C)c(=O)n3C)CC2)c1,-5,33
O=C(COc1ccc2c(c1)OCO2)Nc1ccc(F)cc1F,10,1
COc1ccc(S(=O)(=O)Nc2nccs2)cc1,-11,6
CNC(=O)CN1C(=O)CC(C)(C)Sc2ccccc21,-4,-5
O=C(Nc1cc(-c2cccs2)nn1CCO)c1cnccn1,-5,2
Cc1cc2c(cc1C)NC(C(F)(F)F)=CC(c1cccs1)=N2,19,6
CCCCN(C)S(=O)(=O)c1ccc(C(=O)Nc2nnc(COC)o2)cc1,-19,19
CCS(=O)(=O)N1CCc2ccc(NC(=O)c3cccs3)cc2C1,0,2
O=C(CC(c1ccccc1)c1ccccc1)NCC1CCCO1 (stereo not given),-5,-4
O=C1CSC(c2ccccn2)N1c1ccc(Cl)cn1 (stereo not given),-6,2
Cc1cccc(Nc2ncc([N+](=O)[O-])cc2[N+](=O)[O-])n1,-3,3

# Structures listed so far that have a thiophene ring, fused or not, in the order listed:
SMILES,Pf apPOL block,mHTT CaM bind
N#CCn1cnc2c(-c3ccccc3)csc2c1=O,-7,4
N#Cc1c(C(F)(F)F)cc(-c2cccs2)n(N)c1=O,2,nt
Cc1ccc(NC(=O)CCNS(=O)(=O)c2cccs2)cc1F,-5,-1
CCC(=O)Nc1cccc(NC(=O)c2cccs2)c1,-1,3
COc1cccc(Nc2ncc3c(n2)CCN(Cc2sccc2C)C3)c1,-8,9
O=C(Cc1cccs1)NCCOc1ccc(-c2ccccn2)nn1,-2,100*
CCCNC(=O)C1CCN(c2nc3ccsc3c(=O)n2-c2ccccc2)CC1,-4,3
Cc1cc(C)cc(NS(=O)(=O)c2cccs2)c1,-3,-8
Cc1ccc(C)c(NC(=O)c2[nH]c3cc(C)sc3c2CN(C)C)c1,6,11
Cc1ccc(C(=O)N2CCCN(C3CCN(CC4CC4)C3=O)CC2)s1 (stereo not given),5,12
O=C(Nc1cc(-c2cccs2)nn1CCO)c1cnccn1,-5,2
Cc1cc2c(cc1C)NC(C(F)(F)F)=CC(c1cccs1)=N2,19,6
CCS(=O)(=O)N1CCc2ccc(NC(=O)c3cccs3)cc2C1,0,2

# Source: PubChem BioAssay
